Screening results from PubChem.
PV pol inh: inhibitors of poliovirus RNA polymerase binding and polymerization | P03300 | poliovirus polymerase elongation, fluorescence polarization; stronger effect = lower value | % elongation, % (compound at 16.7 µg/mL) | hit rate 0.66% among 150,000 | AID 588519; in the data active = % elongation below about 90%; also: some results filed as inactive read as strong as hits
Target sequence (P03300 1749-2209 limits assumed): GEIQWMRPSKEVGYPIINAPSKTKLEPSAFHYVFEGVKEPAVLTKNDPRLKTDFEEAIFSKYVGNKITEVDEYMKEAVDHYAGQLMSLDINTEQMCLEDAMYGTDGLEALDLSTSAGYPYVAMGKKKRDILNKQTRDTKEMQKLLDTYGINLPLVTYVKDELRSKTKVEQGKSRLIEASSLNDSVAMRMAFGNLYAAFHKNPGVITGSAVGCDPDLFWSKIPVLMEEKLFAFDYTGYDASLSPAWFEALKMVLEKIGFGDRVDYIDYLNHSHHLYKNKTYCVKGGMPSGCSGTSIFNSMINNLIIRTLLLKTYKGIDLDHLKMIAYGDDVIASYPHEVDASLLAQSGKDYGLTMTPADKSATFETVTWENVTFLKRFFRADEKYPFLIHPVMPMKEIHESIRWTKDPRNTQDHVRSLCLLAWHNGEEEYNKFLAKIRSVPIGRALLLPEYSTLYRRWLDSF
PV pol inh FP z-score: recorded beside PV pol inh, whose call it bears; z-score; measured here: FP z-score; hits read low
Starred values were filed as active, the others as inactive. Not all compounds are listed, so the mix of outcomes need not match the whole.

| Molecule | PV pol inh FP z-score | PV pol inh |
| --- | --- | --- |
| CC(C)CNC(=O)c1cnn2c(C(F)F)cc(-c3ccccc3)nc12 | -0.1 | 100.0 |
| COc1ccc(C(=O)COC(=O)CSc2nc(C)cc(C)n2)cc1OC | -0.2 | 101.0 |
| CCC(c1nnc(SC/C(O)=C(\C#N)c2nc3ccccc3[nH]2)n1Cc1ccccc1)N(C)C (configuration not stated) | -0.1 | 99.0 |
| CCc1ccc2ncc(S(=O)(=O)c3ccc(Cl)cc3)c(N3CCN(CC)CC3)c2c1 | -0.7 | 104.0 |
| Cc1cc(/C=C(\C#N)C(=O)OC(C)C)c(C)n1-c1cc(Cl)ccc1Cl | 0 | 101.0 |
| COc1ccc(-c2[nH]nc3c2C(c2ccc(N(C)C)cc2)C2=C(CC(C)(C)CC2=O)N3)cc1 (configuration not stated) | 0.3 | 103.0 |
| Cc1nn(-c2ccc(Cl)cc2)c2sc(C(=O)ONC3=NCCCCC3)cc12 | -0.1 | 100.0 |
| CCOc1ccc(S(=O)(=O)NCC(=O)OCN2C(=O)c3ccccc3C2=O)cc1 | 1.3 | 113.0 |
| O=C1CCCCC1Sc1nnc(-c2ccco2)n1Cc1ccccc1 (configuration not stated) | 0.1 | 101.0 |
| CC1CCCC(C)N1NC(=O)CCN1C(=O)S/C(=C\c2cccs2)C1=O (configuration not stated) | 0.6 | 105.0 |
| Cc1cccc(N2C(=NC(=O)c3ccc(Br)cc3)SC3CS(=O)(=O)CC32)c1 (configuration not stated) | -0.1 | 101.0 |
| Fc1cccc2ncnc(OCc3ccccc3)c12 | 0.5 | 106.0 |
| COc1cccc(Cn2c(C)c(CNCc3ccccc3Cl)c(C(=O)O)c2C)c1 | -0.3 | 106.0 |
| NNC(=O)C1CCCCC1 | -0.1 | 101.0 |
| Cc1cc(C)n(C(C)CC(=O)NCc2cccs2)n1 (configuration not stated) | -0.2 | 100.0 |
| N#CCCn1cc(/C=C/C(=O)O)c2ccccc21 | 0.2 | 106.0 |
| CCn1c(CN2CCCCC2)nc2cc(NC(=O)COc3ccccc3C(C)(C)C)ccc21 | -0.4 | 99.0 |
| O=c1oc2cc(O)ccc2cc1-c1csnn1 | 0 | 101.0 |
| O=C(CSc1ncccn1)NCCc1ccccc1 | -0.4 | 101.0 |
| CC(C)N(C(=O)Cn1nc(C(=O)O)c2ccccc2c1=O)C(C)C | -0.2 | 105.0 |
| O=C(NCc1ccc2c(c1)OCO2)c1cc(=O)[nH]c2ccc(Br)cc12 | -0.1 | 100.0 |
| O=c1[nH]c(NC2CCN(Cc3ccccc3)CC2)nc2c1CCCC2 | -0.6 | 100.0 |
| COc1ccccc1N1CCN(c2c3c(nc4nncn24)CCC3)CC1 | -1.1 | 103.0 |
| NNC(=O)CNC(c1ccccc1)c1cc(Br)ccc1NC(=O)CCN1CCOCC1 (configuration not stated) | 0.3 | 101.0 |
| CC(C)(C)OC(=O)N1CCC[C@H]1C(=O)OCC(=O)Nc1ccc2c(c1)OCCCO2 | 0.9 | 108.0 |
| O/N=C/c1c(OCc2ccccc2)ccc2ccccc12 | 0.3 | 106.0 |
| CCCNC(=O)c1ccccc1N | -0.2 | 100.0 |
| CCOc1cc(/C=C2\C(=N)N3C(C)=CSC3=NC2=O)ccc1OCc1ccc2c(c1)OCO2 | 0.5 | 103.0 |
| CCC12CN(S(=O)(=O)c3ccccc3)CC(CC)(CN(S(=O)(=O)c3ccccc3)C1)C2=O | -0.7 | 99.0 |
| CCOc1cccc(NC(=O)c2ccc(F)c(S(=O)(=O)N(CC)c3cccc(C)c3)c2)c1 | -0.3 | 107.0 |
| CC1Cc2ccccc2N1C(=S)Nc1ccc(S(N)(=O)=O)cc1 (configuration not stated) | -0.2 | 99.0 |
| OC(c1ccccc1)C(O)c1ccccc1 (configuration not stated) | -0.6 | 98.0 |
| CC(C)(C)c1ccc(C(=O)Nc2c3c(nn2C(C)(C)C)CSC3)cc1 | 0.1 | 101.0 |
| Cc1noc(C)c1COC(=O)c1ccc(S(=O)(=O)N(C)C)cc1 | 0.2 | 104.0 |
| O=C(NCCc1ccc(Cl)cc1)c1ccc2c(c1)N(Cc1ccccc1)CCS2 | -0.7 | 102.0 |
| O=C(Nc1ccn(-c2ccccc2)n1)c1ccccc1Br | 0 | 101.0 |
| Fc1ccc(-c2noc3ncnc(N(Cc4ccco4)CC4CCCO4)c23)cc1 (configuration not stated) | -0.2 | 101.0 |
| N/C(=N\c1nc2ccccc2s1)NC(=O)c1cccc(Cl)c1 | -0.6 | 99.0 |
| O=C(Nc1ccc2nc(SCC(=O)N3CCCC3)sc2c1)c1ccc(F)cc1 | 0.1 | 107.0 |
| O=C(CCSCCc1ccccn1)Nc1ccccc1C(F)(F)F | -0.3 | 104.0 |
| CC12CCC3C(CCC4=CC(=O)CCC43C)C1CCC2=O (configuration not stated) | 0.1 | 100.0 |
| Cc1ccc(C(=O)NC2CCCCNC2=O)cc1 (configuration not stated) | 0.9 | 111.0 |
| CC(C)Cn1c(=O)c2ccccc2n2c(CCC(=O)N3CCN(c4ccc(F)cc4)CC3)nnc12 | -0.5 | 101.0 |
| CCOC(=O)c1cccc(NC(=O)N2Cc3ccccc3Oc3ncccc32)c1 | -0.4 | 106.0 |
| CCOc1ccc(-c2nc3ccccc3c(=O)o2)cc1 | 0.4 | 108.0 |
| NC(=O)c1sc2c(c1N)C(c1ccccc1)CC(=O)N2 (configuration not stated) | -0.2 | 101.0 |
| CC1CCCN(c2c3c(nc4ccccc24)CCCC3)C1 (configuration not stated) | 0.1 | 102.0 |
| C=CCn1c(C)cc(C(=O)CC#N)c1C | -0.2 | 100.0 |
| COc1ccc(CN(C(=O)/C=C/C(=O)O)C2CC(=O)N(c3ccccc3)C2=O)cc1 (configuration not stated) | 0.3 | 104.0 |
| O=c1c2ccccc2c2ccccc2c(=O)n1Cc1ccccn1 | 0 | 101.0 |
| CC(=O)c1ccc(NC(=O)CCc2c(C)nc3c(c(C)nn3-c3ccc(C)cc3)c2C)cc1 | -0.8 | 102.0 |
| COCCCNC(=O)CCn1c(=O)c2ccccc2n(CC(=O)Nc2cc(Cl)ccc2OC)c1=O | -0.8 | 103.0 |
| CN(C)C(=O)CSc1nnnn1-c1ccccc1 | -0.1 | 100.0 |
| Cc1cc(C)c(NC(=O)C2CCN(C(=O)N3CC(C)Oc4ccc(Cl)cc43)CC2)c(C)c1 (configuration not stated) | -0.2 | 106.0 |
| Cc1ccc(C(=O)N2CCCN(C)CC2)o1 | -1.1 | 100.0 |
| O=C(O)CSc1nnc(-c2ccccc2)o1 | -0.7 | 100.0 |
| CS(=O)(=O)N1CCc2cc(C(=O)N3CCN(c4cccc(Cl)c4)CC3)ccc21 | 0.9 | 109.0 |
| Cc1occc1C(=O)Oc1ccc2c(c1)OCO2 | 0.1 | 103.0 |
| NNC(=O)c1n[nH]c2c1CCCC2 | -0.1 | 100.0 |
| CN(c1ccccc1)C(c1ccc(F)cc1)c1nnnn1CC1CCCO1 (configuration not stated) | 0.4 | 104.0 |

Later entries:
| Molecule | PV pol inh FP z-score | PV pol inh |
| --- | --- | --- |
| COC(=O)C(=C/C=C/c1ccccc1)C(=O)OC | 0 | 101.0 |
| COC(=O)C1=C(NC(=O)c2ccc(C(C)(C)C)cc2)CCS1 | -0.5 | 100.0 |
| O=C(Nc1ccc(-c2nc3ccccc3o2)c(O)c1)c1ccccc1 | 0.4 | 105.0 |
| CCc1ccccc1NC(=O)N1CCN(c2nnc(C)c3c(C)n(-c4ccc(C)cc4)nc23)CC1 | 0.4 | 102.0 |
| Oc1cccc2ccc(Nc3ccc4cccc(O)c4n3)nc12 | -0.4 | 97.0 |
| O=C(CSc1ncnn1CC(=O)c1ccc(Br)cc1)c1ccc(Br)cc1 | 0.8 | 108.0 |
| C=CCn1c(=N)c(C#N)cc2c(=O)n3ccccc3nc21 | 0.1 | 102.0 |
| CCOC(=O)c1c(C)oc(=O)c(Br)c1C | 0.1 | 104.0 |
| COCCCNC(=O)c1ccc2c(c1)nc(C)n2-c1cccc(C)c1 | -0.6 | 105.0 |
| CC(=O)Nc1c(C#N)c2nc3ccccc3nc2n1C1CCCCC1 | 0.3 | 104.0 |
| O=C(Nc1ccccc1)c1c2c(nc3ccccc13)CCC2 | -0.7 | 100.0 |
| CCS(=O)CCSc1nc2ccccc2s1 (configuration not stated) | -0.7 | 99.0 |
| CCc1ccccc1NC(=O)Cn1nc(C)c2nn(-c3ccc(Cl)cc3)c(C)c2c1=O | 0.7 | 112.0 |
| Cc1c(C)n(Cc2ccccc2)c2ccc(C(=O)O)cc12 | -0.2 | 102.0 |
| COc1cccc(C(=O)NCc2ccc3c(c2)OCO3)c1 | -0.1 | 100.0 |
| CCOC(=O)CS(=O)(=O)c1ccc2ccccc2c1 | -0.5 | 99.0 |
| CC(NC(=O)CCn1c(=S)oc2ccccc21)c1ccccc1 (configuration not stated) | 0.7 | 104.0 |
| Cc1sc2ncnc(NCC(=O)O)c2c1C | 0.7 | 108.0 |
| N#CCCN(C(=O)Cn1c(Cc2ccccc2)nc2ccccc21)c1ccccc1 | 0.6 | 103.0 |
| CCc1nnc(NC(=O)C2CC(=O)N(c3ccccc3)C2)s1 (configuration not stated) | 0.3 | 103.0 |
| Cc1ccc(Nc2nnc(SCC(=O)NC(=O)NCc3ccco3)s2)cc1C | -0.2 | 98.0 |
| O=C(Nc1ccccc1Cl)NC1(C(=O)NCc2cccnc2)CCCCC1 | 0.5 | 103.0 |
| Cc1ccc(F)cc1N1CC(C(=O)O)CC1=O (configuration not stated) | -1.4 | 94.0 |
| O=C(C1CCN(C2=NS(=O)(=O)c3ccccc32)CC1)N1CCc2ccccc21 | -0.3 | 97.0 |
| O=C(O)c1ccc2c(c1)no[n+]2[O-] | -0.2 | 100.0 |
| CNC(=O)CSCc1cnn(-c2ccccc2)c1-n1cccc1 | 0.8 | 105.0 |
| CC(=O)N1CCN(c2nc(C3CC3)nc3sc4c(c23)CCCC4)CC1 | 0.1 | 102.0 |
| CCCC12CCC(c3ccc(C#N)cc3)(CC1)CC2 | 0.6 | 105.0 |
| Cc1ccc(NC2=NC(C)(C)CS2)cc1 | -0.4 | 98.0 |
| CC(C)NC(=O)Cn1ncn2c(cc3cc(F)ccc32)c1=O | 0.4 | 107.0 |

Profiles, looked up by structure. Order of values: PV pol inh FP z-score, PV pol inh
`O=C(Nc1ccc2nc(SCC(=O)N3CCCC3)sc2c1)c1ccc(F)cc1` across the screens: 0.1, 107.0
`CCCC12CCC(c3ccc(C#N)cc3)(CC1)CC2` across the screens: 0.6, 105.0
`CCc1ccccc1NC(=O)N1CCN(c2nnc(C)c3c(C)n(-c4ccc(C)cc4)nc23)CC1` across the screens: 0.4, 102.0
`CCc1ccc2ncc(S(=O)(=O)c3ccc(Cl)cc3)c(N3CCN(CC)CC3)c2c1` across the screens: -0.7, 104.0
`N#CCCN(C(=O)Cn1c(Cc2ccccc2)nc2ccccc21)c1ccccc1` across the screens: 0.6, 103.0

Given field by field: 2 of the compounds above.
CCS(=O)CCSc1nc2ccccc2s1 (configuration not stated)
  PV pol inh FP z-score: -0.7 | PV pol inh: 99.0

CCc1ccccc1NC(=O)Cn1nc(C)c2nn(-c3ccc(Cl)cc3)c(C)c2c1=O
  PV pol inh FP z-score: 0.7 | PV pol inh: 112.0

Next part:
| Molecule | PV pol inh FP z-score | PV pol inh |
| --- | --- | --- |
| Cc1cc(C(=O)OCc2csc(-c3ccccc3)n2)c(C)o1 | -0.2 | 99.0 |
| CCCC(=O)Nc1ccc2oc(-c3ccccc3Br)nc2c1 | 0.2 | 101.0 |
| COc1ccccc1NC(=O)CSc1ccccc1 | 0.8 | 102.0 |
| C=CCNc1ccc(C(F)(F)F)cn1 | -0.6 | 101.0 |
| COc1ccc(S(=O)(=O)N2CCN(Cc3nc4ccc(C)cc4o3)CC2)cc1OC | -0.4 | 104.0 |
| CCC(=O)Oc1ccc(-c2nc3ccccc3c(=O)o2)cc1 | 0.1 | 104.0 |
| CCOc1ccc(CNC(=O)Cn2nc(C)n3cccc3c2=O)cc1 | 0.6 | 117.0 |
| C=C(C)CSc1nnc(SCc2cccc3ccccc23)s1 | -0.5 | 98.0 |
| CC(=O)Nc1cccc(OCc2cc(=O)n3nc(C4CC4)sc3n2)c1 | 0.9 | 102.0 |
| CCc1ccc(NC(=O)c2cccc(N3CCCS3(=O)=O)c2)cc1 | 0.6 | 115.0 |
| CCN(CC)c1nc(-c2ccncc2)nc2ccccc12 | -0.2 | 101.0 |
| O=C(NCc1ccccc1CN1CCOCC1)C1CC(=O)N(c2cccc3ccccc23)C1 (configuration not stated) | -0.4 | 99.0 |
| COC(=O)C12CCC(C)(c3nc4ccccc4nc31)C2(C)C (configuration not stated) | -0.3 | 100.0 |
| CCOP(=O)(c1ccccc1)c1ccccc1 | 0.2 | 101.0 |
| C=CCSc1nnc2c(n1)OC(c1ccccc1OCC(=O)O)Nc1ccccc1-2 (configuration not stated) | -0.1 | 102.0 |
| Cc1ccc(S(=O)(=O)N(C)C)cc1 | -0.1 | 101.0 |
| CCc1ccc(S(=O)(=O)c2nnn3c2nc(NCCNC(C)=O)c2cc(Cl)ccc23)cc1 | -0.4 | 103.0 |
| CCCCNC(=O)n1nccc1-c1sc(-c2cccs2)nc1C | 0.3 | 103.0 |
| CCCCn1c(=O)[nH]c(=O)c2c1nc(CNc1ccc(Cl)cc1)n2CCC(C)C | 0.5 | 105.0 |
| CC(C)(CNC(=O)COc1ccccc1Cc1ccccc1)N1CCOCC1 | -0.3 | 101.0 |
| COc1ccc(C2SCC(C(=O)NCc3ccc(F)cc3)N2C(C)=O)cc1 (configuration not stated) | 0.4 | 103.0 |
| Cc1cc(Br)ccc1SCC(=O)OCC(=O)N1CCCC(C)C1 (configuration not stated) | -0.2 | 101.0 |
| Cc1cc(N)n2nc(-c3ccccc3)cc2n1 | 0.1 | 105.0 |
| CC(=O)Oc1ccc2nc(CN3C(=O)c4ccccc4C3=O)oc(=O)c2c1 | -0.6 | 98.0 |
| CC(CNC(=O)CCCn1c(=O)c2cccn2c2ccccc21)c1ccccc1 (configuration not stated) | -0.9 | 101.0 |
